# Furin inh = human furin inhibition; P09958; purified furin, fluorogenic substrate cleavage; inhibition, % at 30 µM; 0.061% of 220,000 active; in the data active means inhibition above about 25%; further: inactives centre near -15
# FXIa inh = inhibitors of human coagulation factor XIa; inhibition, % at 5 µM; P03951; 0.14% of 220,000 active; purified FXIa, Boc-Glu-Ala-Arg-AMC fluorogenic substrate;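 active means inhibition of at least 40%; inactive means inhibition below 40%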;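 further: fluorescence of freed AMC excited at 355 nm; 0% = enzyme without compound and 100% = no enzyme blank; many of its hits are not listed in these tables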
# Target sequence (P03951 19-387 limits assumed): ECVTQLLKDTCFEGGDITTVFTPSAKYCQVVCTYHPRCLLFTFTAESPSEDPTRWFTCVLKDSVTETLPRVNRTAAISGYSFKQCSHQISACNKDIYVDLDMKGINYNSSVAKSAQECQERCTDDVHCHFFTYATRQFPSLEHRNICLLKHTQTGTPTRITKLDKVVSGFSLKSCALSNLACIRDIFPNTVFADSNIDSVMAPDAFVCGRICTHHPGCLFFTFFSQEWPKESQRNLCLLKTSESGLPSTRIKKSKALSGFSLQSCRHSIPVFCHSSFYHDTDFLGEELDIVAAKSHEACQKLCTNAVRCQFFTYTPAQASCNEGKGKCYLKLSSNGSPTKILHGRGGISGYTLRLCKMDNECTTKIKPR
# Target sequence (P03951 388-625 limits assumed): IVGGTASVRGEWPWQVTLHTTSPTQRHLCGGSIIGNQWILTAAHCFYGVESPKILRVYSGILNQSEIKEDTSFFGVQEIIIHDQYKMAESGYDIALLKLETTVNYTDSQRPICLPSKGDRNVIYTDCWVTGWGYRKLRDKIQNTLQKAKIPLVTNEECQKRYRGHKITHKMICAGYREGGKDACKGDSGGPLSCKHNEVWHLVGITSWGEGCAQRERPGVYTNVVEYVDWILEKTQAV
# PERK inh = blocks human PERK kinase | 0.17% of 220,000 active | CHO PERK-DD fusion, SEAP luminescence translation reporter | AID 1416 | inhibition, % at 5.6 µM;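 active means inhibition above the mean inhibition of all tested compounds plus 3 SD, set separately per screening campaign, cut at about 2.9% in these data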;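 further: PERK kinase domain activated by AP20187 dimerizer at 100 nM; 0% = DMSO with dimerizer and 100% = rapamycin at 8.4 µM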
# Rad51 HR inh = Rad51 (human) homologous recombination inhibition; hRad51 DNA strand exchange, fluorescence dequenching; inhibition, % at 10 µM; 0.085% of 200,000 active; AID 1385;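 active means inhibition above 40% at the single screening dose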;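 further: 0% = DMSO control wells and 100% = blanks with heterologous ssDNA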
# Target sequence (Q06609 whole entry, looked up): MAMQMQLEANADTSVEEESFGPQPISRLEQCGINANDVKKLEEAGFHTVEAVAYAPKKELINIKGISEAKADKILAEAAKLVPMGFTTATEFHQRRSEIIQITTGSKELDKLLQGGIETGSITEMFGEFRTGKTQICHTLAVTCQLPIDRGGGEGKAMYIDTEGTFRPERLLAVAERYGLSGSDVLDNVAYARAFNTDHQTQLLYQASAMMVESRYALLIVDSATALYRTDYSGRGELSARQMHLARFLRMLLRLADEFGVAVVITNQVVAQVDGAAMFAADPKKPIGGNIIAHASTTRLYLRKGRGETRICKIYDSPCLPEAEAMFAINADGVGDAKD
#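 Material: Human Rad51 nucleoprotein filaments preassembled on unlabelled ssDNA | Also added: Labelled 47-mer dsDNA for strand exchange | Dosing: Single dose, 10 µM final compound | Schedule: 30-min compound preincubation and 15-min exchange, both room temperature | Technique: Fluorescence dequenching at 485/520 nm | Measure: Percent inhibition relative to plate controls and blanks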
# KLK5 inh = kallikrein 5 (human) inhibition | Q9Y337 | recombinant hK5, fluorogenic AMC substrate cleavage | inhibition, % at 5 µM | 0.59% of 210,000 active | AID 873;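 active means inhibition of 40% or more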;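 further: 0% = enzyme controls without compound and 100% = no-enzyme blanks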
# m-calpain inh = blocks pig calpain II enzyme activity. purified calpain II, fluorogenic peptide substrate, 30 min. inhibition, % at 16 µM. 0.37% of 220,000 active. AID 1236;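 active means inhibition above about 50%, limit read from the data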
# FXIIa inh 1536 = inhibitors of human coagulation factor XIIa | P00748 | 0.3% of 220,000 active | AID 800 | purified FXIIa, Boc-QGR-AMC fluorogenic substrate, 2 h | inhibition, % at 5 µM; in the data active means inhibition above about 40%;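 further: 0% = enzyme with no compound and 100% = blank without enzyme; many of its hits are not listed in these tables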
# Thrombin inh = blocks human thrombin protease activity. alpha-thrombin, Boc-VPR-AMC fluorogenic substrate cleavage. 0.26% of 220,000 active. inhibition, % at 5 µM. P00734. AID 1046;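 active means inhibition at or above 40%; inactive means inhibition below 40%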;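 further: 0% = enzyme with no compound and 100% = wells without enzyme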
#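 System – human alpha-thrombin protein · Reagent – Boc-VPR-AMC substrate, 15 µM final · Compound – 5 µM single dose in 0.2% DMSO · Schedule – reaction at room temperature · Technique – AMC fluorescence at 355 nm excitation and 460 nm emission · Read-out basis – % inhibition relative to enzyme controls and enzyme-free blanks · Control set – no-compound enzyme wells and no-enzyme blanks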
# KCC2 mod = KCC2 (human) Cl- transport modulation; Q9H2X9; KCC2 cells, thallium flux FluoZin-2 fluorescence; B-score of Tl+ flux slope (higher = more flux/activation; lower = inhibition) at 10 µM; 2.2% of 190,000 active; AID 1456;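 active means thallium flux slope and its plate-corrected score both differing from the plate sample mean at a set confidence after two filtering rounds, in either direction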;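 further: slope of fluorescence scaled to starting intensity during 10 to 20 s after thallium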
# * = called active by the depositor; / = not tested or not shown; [ ] = remark or other dose. These rows are one share of the data; rates above refer to the full screens.
SMILES,Furin inh,FXIa inh,PERK inh,Rad51 HR inh,KLK5 inh,m-calpain inh,FXIIa inh 1536,Thrombin inh,KCC2 mod
COc1ccc(C2NC(=O)CS2)cc1 (stereo unspecified),-19.2[20 µM],-4.1,1.6,-8.7,-5.7,-11.7,3.2,0.4,0.18
O=C(O)CCSc1nnc(SCC(=O)NCC(F)(F)F)s1,-3.6,0.2,0.4,12.1,-11.2,17.6,1.0,-14.6,-0.0533
O=C1c2ccccc2C(=O)N1CC1=CCS(=O)(=O)C1,-19.1,12.5,-0.2,-5.0,27.2,13.9,24.6,31.2,/
COCCCn1cc(C(=O)c2cc(Br)ccc2O)cc(C#N)c1=O,-17.7,-5.7,1.7,20.6,-1.0,1.4,2.8,4.1,-0.362
CCOc1ccccc1N(C(=O)CNC(=O)c1ccco1)C(C(=O)NC1CCCC1)c1cccnc1 (stereo unspecified),-14.6,2.6,-0.3,-5.4,-4.4,-27.6,12.5,0.7,0.101
Cc1cccc(S(=O)(=O)NC(Cc2c[nH]c3ccccc23)C(=O)O)c1 (stereo unspecified),-21.0,-0.6,0.1,/,-37.5,-9.4,3.9,-8.8,0.853
Cc1ccc(C)c(CSc2nnc(CCN)o2)c1,-11.2[20 µM],4.7,1.8,1.5,12.7,-39.3,17.6,2.7,-2
O=C(Cn1nc(CNc2ccc(Cl)cc2)[n+]2c1CCCCC2)c1ccccc1,-14.4,-8.6,0.2,-10.6,-13.9,-1.8,5.2,-12.3,1.16
CCCCN(C)Cc1c(C)[nH]c2ccccc2c1=O,-18.2,-2.9,0.4,-4.1,1.4,-32.3,8.2,-1.9,-1.34
COc1ccc(-n2c(Cc3cccn3C)nnc2SCC(=O)NCc2ccccc2Cl)cc1,-0.2,5.8,-0.5,-1.8,-4.0,11.4,14.2,-3.0,-0.775
O=S(=O)(c1cccs1)N1CCC(CO)(Cc2cccc(F)c2)CC1,-21.5,-5.8,0.2,9.8,-15.5,-16.9,6.8,-2.9,0.35
CN(C)c1ccc(P(=O)(OCc2ccccc2)C(O)c2ccncc2)cc1 (stereo unspecified),-17.4,10.8,-0.6,/,-9.0,8.1,22.9,3.1,/
CCNC(=O)CCSc1nc2cc(Cl)ccc2o1,-25.7[20 µM],5.0,0.2,-6.8,1.9,19.4,4.1,-5.2,0.215
O=c1[nH]c(=O)n([C@H]2C[C@H](O)[C@@H](CO)O2)cc1C(F)(F)F,-15.5,2.7,1.5,-7.4,-14.0,7.5,9.2,-5.8,0.944
Cc1ccc(Nc2c([N+](=O)[O-])ccc3c2=NC2(CCCCC2)N=3)cc1,-11.8[20 µM],-4.0,0.7,/,2.3,46.4,3.5,0.3,-0.132
COc1cc(NS(=O)(=O)c2ccc(Br)cc2)c(OC)cc1NC(=O)c1ccco1,-26.8,1.2,-1.5,-2.5,21.8,10.9,8.0,-0.8,-0.118
C=CCn1c(CSCc2ccc(Cl)cc2Cl)nnc1SCC(=O)Nc1ccc(C(=O)O)cc1,-16.5,4.8,1.1,2.2,4.9,5.7,13.7,3.6,0.0567
CC(=O)N1CCc2cc(Br)cc(S(=O)(=O)N3CCCCCC3)c21,-14.9,0.4,0.3,-1.1,5.6,17.2,16.0,0.6,/
CC(=O)c1cccc(NC(=O)c2ccco2)c1,-3.9,3.8,1.9,-9.9,4.8,6.0,3.8,-0.9,/
COC(=O)c1nnn(-c2nonc2N)c1CSc1ccccn1,-9.6,5.5,-0.5,4.2,-6.2,-12.2,-3.8,-1.2,0.444

# Entries of single compounds from above. Order of screens: Furin inh | FXIa inh | PERK inh | Rad51 HR inh | KLK5 inh | m-calpain inh | FXIIa inh 1536 | Thrombin inh | KCC2 mod
# `Cc1ccc(C)c(CSc2nnc(CCN)o2)c1` is entered as -11.2[20 µM] | 4.7 | 1.8 | 1.5 | 12.7 | -39.3 | 17.6 | 2.7 | -2
# `COc1cc(NS(=O)(=O)c2ccc(Br)cc2)c(OC)cc1NC(=O)c1ccco1` is entered as -26.8 | 1.2 | -1.5 | -2.5 | 21.8 | 10.9 | 8.0 | -0.8 | -0.118
# `C=CCn1c(CSCc2ccc(Cl)cc2Cl)nnc1SCC(=O)Nc1ccc(C(=O)O)cc1` is entered as -16.5 | 4.8 | 1.1 | 2.2 | 4.9 | 5.7 | 13.7 | 3.6 | 0.0567
# `CCCCN(C)Cc1c(C)[nH]c2ccccc2c1=O` is entered as -18.2 | -2.9 | 0.4 | -4.1 | 1.4 | -32.3 | 8.2 | -1.9 | -1.34
# `O=C1c2ccccc2C(=O)N1CC1=CCS(=O)(=O)C1` is entered as -19.1 | 12.5 | -0.2 | -5.0 | 27.2 | 13.9 | 24.6 | 31.2 | /

# Remaining list, next part.
SMILES,Furin inh,FXIa inh,PERK inh,Rad51 HR inh,KLK5 inh,m-calpain inh,FXIIa inh 1536,Thrombin inh,KCC2 mod
Cc1ccc(-c2nnn(CC(=O)N(Cc3cccs3)C(C(=O)NC(C)(C)C)c3ccco3)n2)o1 (stereo unspecified),-23.9,1.6,-0.2,-9.5,0.5,23.1,13.2,-0.1,0.435
CCc1ccc(N2C(=O)CC(c3ccc(F)cc3)C3=C2COC3=O)cc1 (stereo unspecified),-4.9,9.4,-0.5,-2.9,23.0,15.8,18.8,6.4,/
COc1cc(C2c3c(n[nH]c3C)C(=O)N2c2ccc(Br)cc2)ccc1O (stereo unspecified),-8.1[20 µM],-11.5,0.6,0.7,-7.8,-47.2,10.5,-12.8,-1.94
Fc1cnc(N2CCOCC2)nc1N1CCc2ccccc21,1.0[20 µM],6.8,-0.6,-4.1,-17.2,5.2,8.6,4.5,-3.26*
COc1ccc(CCC(=O)NCc2cn3ccccc3n2)cc1,0.2,4.8,-0.5,/,9.9,4.6,22.6,8.6,0.24
Cc1cccc(C2CC(c3ccccc3)Nc3nc(N)nn32)c1 (stereo unspecified),-11.8,-2.2,0.6,0.9,-10.7,-21.0,4.2,-7.9,-0.113
CC(C)CCn1c(SCC#N)nc2c(sc3ccccc32)c1=O,-22.2[20 µM],5.3,0.5,0.3,3.7,-23.9,11.6,0.2,0.124
COCCn1c(CN2CCc3ccccc3C2)nc2c1c(=O)n(C)c(=O)n2C,1.8,-6.5,0.8,4.7,-12.7,-20.1,-2.7,-5.3,-0.139
CN(Cc1nc(-c2cnccn2)no1)CC(O)c1ccccc1 (stereo unspecified),-20.3,2.1,0.4,/,/,-4.4,9.2,0.7,0.061
CCc1ccc(NC(=O)C(=O)NCC(O)c2ccccc2)cc1 (stereo unspecified),-26.6,-4.3,0.6,7.7,-17.0,-24.9,-6.8,-3.1,-0.823
COc1cc(NC(=O)c2nccnc2N)cc(C(=O)Nc2cccc(C(F)(F)F)c2)c1,-5.5,-2.7,/,-4.3,-1.6,-48.2,2.0,-10.5,-0.0492
COc1ccc(OC)c(CC(NC(C)=O)C(=O)NC2CCN(c3nnnn3-c3ccccc3)CC2)c1 (stereo unspecified),-18.6,-4.3,1.7,12.2,-5.5,-27.1,0.2,-2.4,0.132
CCOc1ccccc1OCCNC1CCCC1,-9.1,5.9,-0.7,/,-5.0,-9.0,14.5,2.5,0
CCC(C)NC(=S)N1CCN(Cc2ccccc2)CC1 (stereo unspecified),-29.2,-1.9,0.8,12.0,5.5,-18.5,-0.1,-12.4,-1.36
N#C/C(=C\Nc1ccc(F)c(Cl)c1)S(=O)(=O)c1ccccn1,-2.2,-5.9,1.1,-14.4,-6.2,2.7,0.8,-4.8,-0.39
Cc1cc(C)nc(SCc2nnc(SCC(=O)N3CCOCC3)o2)n1,-5.9,8.6,-0.9,-3.1,-15.1,-26.0,15.6,-5.4,0.267
CCCCn1c(SCc2cc(=O)[nH]c3ccccc23)nc2c1c(=O)n(C)c(=O)n2C,-11.6,10.7,-0.3,-1.2,-13.1,-16.5,19.7,2.2,-0.407
CC(=O)C1=C(C)NC(SCC(N)=O)=C(C#N)C1CC(C)C (stereo unspecified),-33.3,-7.5,1.6,3.6,-23.3,-25.6,-1.6,-2.5,-0.699
CC(=O)c1c(C)[nH]c(C(=O)Nc2cc(C)cc(C)c2)c1C,-24.5[20 µM],-0.8,-0.1,1.2,-8.5,-5.0,7.7,1.5,0.266
O=C(O)Cn1c(P(=O)(O)c2ccccc2)nc2ccccc21,-2.7,0.8,-0.2,22.0,6.0,-1.9,-7.0,-7.4,/
CCn1c(-c2cc(-c3ccc(C)cc3)nc3ccccc23)n[nH]c1=S,-24.9,15.7,0.6,-5.0,10.5,4.0,10.1,-3.2,7.91*
CC(C)(C)C1CCc2c(sc(NC(=O)CSc3ncn[nH]3)c2C#N)C1 (stereo unspecified),-14.4[20 µM],2.9,0.5,2.5,-39.1,-29.8,8.2,-2.1,0.436
Cc1cc(Cl)ccc1NC(=O)CCC(=O)N/N=C/c1cc([N+](=O)[O-])ccc1O,-4.6,9.6,0.3,-9.2,-36.0,24.2,17.1,-3.8,-1.21
CCOc1ccc(NC(=O)CN2CCN(CC(=O)c3ccc(OC)c(OC)c3)CC2)cc1,-21.4,2.7,0.1,3.0,-3.0,-36.8,15.4,-4.4,1.04
CCCOC(=O)c1ccc(NC(=O)CC(C)(C)C)cc1,-22.0,0.9,0.9,11.1,3.6,-11.3,11.7,-4.9,-0.695
Fc1cccc2sc(Nc3nc4ccccc4s3)nc12,-24.6,-4.2,0.0,3.7,-112.9,-37.7,-7.8,-11.1,11.7*
O=c1nc2n(c3ccc([N+](=O)[O-])cc13)CCCCC2,-25.8,1.9,0.9,1.4,14.9,-2.4,15.2,3.3,-0.542
CCCc1cc(=O)n2[nH]c(CCc3ccccc3)nc2n1,-27.6,-7.9,0.0,-0.2,6.6,8.2,-7.5,-3.8,-1.05
CCCNC(=O)C1CC(=O)N(c2ccc(OCC)cc2)C1 (stereo unspecified),5.0,34.1,0.6,-8.7,22.3,15.8,32.5,23.0,0.108
CCc1nc2c(sc3nc4c(cc32)COC(C)(C)C4)c(=O)n1Cc1ccco1,-5.5[20 µM],5.2,-1.0,-11.0,-2.4,-33.2,14.3,-4.3,/
CCOC(=O)c1c(C)[nH]c(C)c1C(=O)CSc1nc2ccccc2n1CCC#N,-21.2,-9.4,-0.8,0.6,-5.4,5.4,7.5,-8.2,0.718
Cc1cc(C)c2nc(NC(=O)[C@@H](NC(=O)c3cccc(S(=O)(=O)N4CCOCC4)c3)C(C)C)sc2c1,-18.5,8.9,-0.5,2.9,-21.2,-20.3,7.7,-6.6,-0.181
C=CCNC(=O)c1onc(CSc2ccccc2C)c1C(=O)O,-21.9[20 µM],-5.2,2.1,8.7,-14.8,-37.8,6.4,-7.7,0.0603
C[C@@H](C(=O)N1CCN(C(=O)OC(C)(C)C)CC1)n1cc(CCCN=C(NC(=O)OC(C)(C)C)NC(=O)OC(C)(C)C)nn1,-23.6,0.3,1.3,-6.5,2.8,-36.8,9.6,-0.5,-0.358
COc1ccc(C)cc1NC(=O)Nc1cnccn1,-17.1,-4.9,1.6,10.8,-6.8,-10.9,2.3,-1.5,0.109
CN1CCN(NC(=O)CN2C(=O)/C(=C/c3c(Cl)cccc3Cl)SC2=S)CC1,0.2[20 µM],7.1,0.1,-7.6,-151.3,12.4,6.7,4.5,-0.823
Cn1nnnc1SCC(=O)N1CCN(c2cccc(Cl)c2)CC1,-15.5[20 µM],-3.5,-1.6,-3.4,-20.1,-5.2,11.0,0.5,-0.873
Cc1ccccc1Cc1n[nH]c(=S)n1N,-19.6,2.4,0.4,10.2,-14.5,3.8,7.3,-5.6,0.0513
Cc1ccc(NC(=O)COC(=O)Cn2c(C)csc2=O)cc1,-26.5,0.9,0.9,-4.8,-17.0,-37.0,18.2,-8.6,/
